# TEAD-YAP inh: TEAD-YAP interaction inhibition, primary screen, TEAD-YAP interaction inhibitor project, luminescence, HEK-TIYL cells | inhibition, % at 9.12 µM | TEAD-Gal4/YAP UAS-luciferase luminescence | 640,000 tested, 1.4% active | AID 1259422, 2018; in the data active = inhibition above about 32%;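 note: 0% = median of test compound wells and 100% = reference inhibitor wells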
# FBW7 act: FBW7 E3 ligase activators, primary screen, biochemical, AlphaScreen, human | 650,000 tested, 0.13% active | F-box/WD repeat-containing protein 7 (Homo sapiens), Q969H0 | normalized activity (activation), % at 26.1 µM | AID 1259310, 2017 | AlphaScreen FBW7–phospho-cyclin E peptide binding, activator screen; in the data active = normalized activity above about 1.9%;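 note: purified mutant Fbw7 with reduced substrate affinity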
# Target sequence (Q969H0 whole entry, looked up): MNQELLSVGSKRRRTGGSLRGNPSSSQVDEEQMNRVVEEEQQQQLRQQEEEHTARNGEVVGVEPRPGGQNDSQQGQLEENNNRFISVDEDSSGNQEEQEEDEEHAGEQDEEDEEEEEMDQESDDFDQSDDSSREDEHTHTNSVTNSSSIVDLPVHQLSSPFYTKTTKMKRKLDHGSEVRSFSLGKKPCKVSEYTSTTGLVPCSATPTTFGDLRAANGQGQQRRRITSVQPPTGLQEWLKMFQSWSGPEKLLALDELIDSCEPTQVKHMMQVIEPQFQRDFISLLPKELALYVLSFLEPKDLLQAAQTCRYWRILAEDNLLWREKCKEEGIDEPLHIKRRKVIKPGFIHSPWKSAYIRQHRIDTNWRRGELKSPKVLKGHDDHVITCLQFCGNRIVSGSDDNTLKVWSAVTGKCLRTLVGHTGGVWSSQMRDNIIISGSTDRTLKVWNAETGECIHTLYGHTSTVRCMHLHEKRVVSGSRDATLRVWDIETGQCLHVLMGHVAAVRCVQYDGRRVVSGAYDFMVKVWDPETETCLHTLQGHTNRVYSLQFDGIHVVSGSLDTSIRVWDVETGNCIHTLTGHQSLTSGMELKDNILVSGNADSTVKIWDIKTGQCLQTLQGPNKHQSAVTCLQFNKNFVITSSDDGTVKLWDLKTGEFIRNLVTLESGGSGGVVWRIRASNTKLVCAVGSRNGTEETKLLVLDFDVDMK
# GPR151 activ: activators of human GPR151, primary screen, cell-based, PathHunter beta-arrestin, luminescence; G-protein coupled receptor 151 (Homo sapiens), Q8TDV0; PathHunter beta-arrestin GPR151 cells; activation, % at 11.2 µM; 650,000 tested, 1% active; AID 1508602, 2020; in the data active = activation above about 4.9%;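 note: 0% = median of compound wells and 100% = cells with positive control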
# Target sequence (Q8TDV0 whole entry, looked up): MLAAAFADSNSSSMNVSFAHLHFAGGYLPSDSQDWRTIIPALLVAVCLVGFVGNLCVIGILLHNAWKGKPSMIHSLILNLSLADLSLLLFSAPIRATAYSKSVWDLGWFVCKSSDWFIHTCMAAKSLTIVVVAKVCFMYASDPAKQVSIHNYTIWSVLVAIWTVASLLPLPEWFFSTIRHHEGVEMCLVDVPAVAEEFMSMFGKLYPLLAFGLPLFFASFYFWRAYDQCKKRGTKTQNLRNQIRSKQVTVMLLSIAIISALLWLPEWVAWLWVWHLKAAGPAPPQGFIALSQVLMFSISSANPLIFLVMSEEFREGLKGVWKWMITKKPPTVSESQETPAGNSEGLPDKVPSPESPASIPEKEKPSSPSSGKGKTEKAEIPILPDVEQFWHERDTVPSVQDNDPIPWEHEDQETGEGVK
# MITF inh: MITF inhibitors, primary screen, biochemical, AlphaScreen, human | AlphaScreen MITF homodimerization, bead proximity signal | inhibition, % at 2.6 µM | 650,000 tested, 0.91% active; in the data active = inhibition above about 50%;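 note: 0% = vehicle wells with protein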
# An asterisk follows results filed as active; . = no result given; & = joins results of further samples; ! = not confirmed by another sample. Compounds as they come (roughly 3.4% active in at least one column).
SMILES,TEAD-YAP inh,FBW7 act,GPR151 activ,MITF inh
Cc1csc(NC(=O)c2cc([N+](=O)[O-])ccc2Sc2nnnn2C)n1,39*,-0.2,2.3,2
COC(=O)Cc1ccc(N(Cc2ccccc2F)S(=O)(=O)c2ccc([N+](=O)[O-])cc2)cc1,8,-0.1,-1.7,7
Cc1ccccc1C(=O)NNC(=O)c1ccccc1C,-18,0.8,-2.0,11
O=C(Cn1cnc2ccccc2c1=O)NCC(=O)Nc1nc2ccccc2s1,11,0.1,-0.2,21
CC(C)=NNc1nc(Cl)c(C#N)c(Cl)c1Cl,0,0.2,-0.9,-15
COC(=O)c1ccc(NC(=O)CSc2nnc(CCC(=O)O)c(=O)[nH]2)cc1,17,0.0,-2.0,0
Fc1ccc(/C=N/Nc2nc3ccccc3s2)c(F)c1,-14,0.0,0.9,-12
O=C(Nc1ccc(-c2noc(-c3ccc(Br)o3)n2)cc1)c1ccco1,-10,-0.1,0.8,12
CC(C)C[C@H]1NC(=O)[C@H]2CN(S(=O)(=O)c3ccccc3F)CCN2C1=O,-2,0.0,0.1,-12
COc1ccc(CCNC(=S)NNC(=O)C2CCN(S(C)(=O)=O)CC2)cc1OC,-18,0.4,-0.6,9
COc1ccc(OC)c(/C=N/NC(=O)c2c[nH]c3ccccc23)c1,-5,0.0,2.5,1
Cc1ccc(NCc2ccc(N(C)C)cc2)cc1,-6,0.3,-0.7,21
O=C(O)c1ccc(Cc2ccccc2)o1,0,0.0,1.9,2
O=C(Nc1c2c(nn1-c1cccc(Cl)c1)CS(=O)C2)c1ccco1 (centres undefined),3,0.1,0.0,1
O=C(CN1CCN(S(=O)(=O)c2ccc(F)cc2)CC1)c1ccco1,0,0.0,-0.4,47
Cc1ccc(C)c(N2CCN(C(=O)c3cc(S(=O)(=O)N4CCOCC4)cn3C)CC2)c1,16,0.5,-1.4,13
Cc1ccc(-n2cc(-c3ccccc3)nc2SCC(=O)Nc2ccccc2Cl)cc1,-4,1.2,2.2,9
O=c1c2cc3c(cc2nc(SCc2c(F)cccc2Cl)n1CCC1=CCCCC1)OCO3,-7,0.1,0.1,-9
CC(=O)c1ccc(N2CCN(S(=O)(=O)c3cccc4nonc34)CC2)cc1,-5,-0.1,-0.9,-5
COC(=O)c1cc(-c2ccc(C)cc2)nc2ccc(C)cc12,-5,0.1,0.2,-6
CCOc1ccc(NC(=O)CN2C(=O)CS/C2=C\c2nc3ccccc3s2)cc1,20,0.1,0.3,4
C=CCONC(=O)c1cnc2sc3ccccc3n2c1=O,-17,-0.3,3.2,5
N[C@H](C(=O)NCc1nc(-c2ccncc2)n[nH]1)c1ccccc1,-4,-0.4,0.0,16
COC(=O)c1cn(NC(=O)c2ccc([N+](=O)[O-])cc2Cl)c(=O)c2ccccc12,-3,0.0,-0.8,-4
COCCNS(=O)(=O)c1ccc2[nH]cc(C(=O)O)c(=O)c2c1,-3,-0.1,-0.2,-2
FC(F)(F)c1nc2ccccc2[nH]1,12,-0.2,1.8,-4
O=C(CSc1ncccc1C(=O)O)c1ccccc1,-7,0.4,-3.1,37
O=C(Nc1cnc2cnc(-c3cccs3)cn12)c1ccncc1,-6,0.2,0.4,18
O=C(CCCc1nnc2n3nc(-c4ccccc4)nc3c3ccccc3n12)NC1CC1,17,-0.1,0.0,-1
COc1c(C)cccc1C(=O)NCc1ccc2c(c1)OCO2,-19,0.0,-1.1,0
CC(=O)Nc1ccccc1NC(=O)CSc1ccccc1,-3,-0.1,0.7,-9
CC1=NN(C(=O)c2ccc(C(C)C)cc2)C(O)(C(F)F)C1 (centres undefined),-6,0.1,-0.5,9
CCN(C(=O)c1cnc2sccn2c1=O)c1ccccc1,-6,0.0,-0.1,-3
O=C(N/N=C/c1ccc(OC(=O)c2ccc([N+](=O)[O-])cc2)cc1)c1cccnc1,10,0.1,-0.1,-5
O=C(C1CCCN(Cc2ccco2)C1)N1CCCCCC1 (centres undefined),2,-0.2,2.5,54*
CCOc1ccc(C(=O)Nc2ccc3c(c2)CC(=O)N3C)cc1,-22,0.0,-1.0,15
CCOC(=O)n1c(=O)oc2ccc(S(=O)(=O)N3CCCCC3)cc21,-11,-0.1,1.1,-2
C/C(=N\NC(=O)c1ccc(N(C)S(=O)(=O)c2ccccc2)cc1)c1ccc(C)cc1,3,0.1,-1.3,-6
CCn1c2ccccc2c2nnc(N3CCC(C)CC3)nc21,-39,1.0,0.7,5
Cc1ncn(-c2ccc(Nc3ncc4ccnc(-c5cn[nH]c5)c4n3)cc2)n1,6,-0.4,-1.3,7
COc1ccc(OC)c(C2/C(=C(\O)c3ccc(Cl)cc3)C(=O)C(=O)N2CCC(=O)O)c1 (centres undefined),2,0.0,0.2,0
CS(=O)(=O)N(CC(=O)Nc1ccccc1Br)c1ccc(Cl)cc1,-2,-0.2,0.9,-7
O=c1c(Cl)c(N2CCOCC2)cnn1Cc1ccccc1,-6,0.9,1.9,2
Cc1cc(C(=O)N/N=C/c2ccc([N+](=O)[O-])o2)n[nH]1,32*,0.6,-1.1,23
CN1C(=O)/C(=C\c2ccc(C(=O)Nc3ccc(C(=O)O)c(O)c3)cc2)SC1=S,6,0.0,-1.5,0
CCCCCCC1Oc2ccc([N+](=O)[O-])cc2C2OC(c3ccccc3)(c3ccccc3)c3ccccc3N12 (centres undefined),5,-0.1,1.1,7
CN(Cc1ccccc1)C(=O)C1CCC(CNS(=O)(=O)c2ccccc2)CC1 (centres undefined),12,0.8,-0.5,13
C=CCNC(=S)N1CCN(c2ccc([N+](=O)[O-])cc2)CC1,0,0.9,-1.2,7
Cc1cc2cc(CNC(=O)c3c(F)cccc3F)ccc2[nH]1,-9,0.0,0.3,12
Nc1cccc(-c2nc(N)c3[nH]cnc3n2)c1,7,-0.2,0.2,2
COCCCNC(=O)CC1C(=O)NCCN1Cc1ccc(OC)c(C)c1 (centres undefined),-2,-0.1,0.9,-4
Nc1ccc(C(=O)O)c(O)c1,5&3,-0.4&-0.2&0.1,-0.5&-0.7&-0.8,88*!
COc1ccc(-c2cnc(NCc3ccccc3Cl)n2C)cc1,3,0.2,0.0,46
Cc1ccccc1Nc1ncnc(N)c1[N+](=O)[O-],-5,-0.1,-0.5,-1
COC(=O)c1nnn(CC(=O)Nc2ccc(Br)c(C)c2)c1N,-3,0.4,0.8,3
CC1CCCCN1S(=O)(=O)c1ccc(Cl)s1 (centres undefined),-7,0.1,-0.1,-1
COc1ccc(-c2noc(NC3CCCC3)n2)cc1OC,-66,-0.1,-1.7,1
O=C(O)c1cc(Br)ccc1NC(=O)C1CCCO1 (centres undefined),9,-0.2,3.8,3
O=C(O)c1ccc(-c2ccco2)n1Cc1ccccc1,-1,-0.2,0.6,1
CCn1ccnc1CN1CCCC(CNC(=O)c2ccc(-c3ccccc3)cc2)C1 (centres undefined),3,-0.1,-0.9,1

# An excerpt of these results, with bars between the fields.
compound | TEAD-YAP inh | FBW7 act | GPR151 activ | MITF inh
O=c1c(Cl)c(N2CCOCC2)cnn1Cc1ccccc1 | -6 | 0.9 | 1.9 | 2
Cc1cc(C(=O)N/N=C/c2ccc([N+](=O)[O-])o2)n[nH]1 | 32* | 0.6 | -1.1 | 23
CN1C(=O)/C(=C\c2ccc(C(=O)Nc3ccc(C(=O)O)c(O)c3)cc2)SC1=S | 6 | 0.0 | -1.5 | 0
CCCCCCC1Oc2ccc([N+](=O)[O-])cc2C2OC(c3ccccc3)(c3ccccc3)c3ccccc3N12 (centres undefined) | 5 | -0.1 | 1.1 | 7
CN(Cc1ccccc1)C(=O)C1CCC(CNS(=O)(=O)c2ccccc2)CC1 (centres undefined) | 12 | 0.8 | -0.5 | 13
C=CCNC(=S)N1CCN(c2ccc([N+](=O)[O-])cc2)CC1 | 0 | 0.9 | -1.2 | 7
Cc1cc2cc(CNC(=O)c3c(F)cccc3F)ccc2[nH]1 | -9 | 0.0 | 0.3 | 12
Nc1cccc(-c2nc(N)c3[nH]cnc3n2)c1 | 7 | -0.2 | 0.2 | 2
COCCCNC(=O)CC1C(=O)NCCN1Cc1ccc(OC)c(C)c1 (centres undefined) | -2 | -0.1 | 0.9 | -4
Nc1ccc(C(=O)O)c(O)c1 | 5&3 | -0.4&-0.2&0.1 | -0.5&-0.7&-0.8 | 88*!
COc1ccc(-c2cnc(NCc3ccccc3Cl)n2C)cc1 | 3 | 0.2 | 0.0 | 46
Cc1ccccc1Nc1ncnc(N)c1[N+](=O)[O-] | -5 | -0.1 | -0.5 | -1
COC(=O)c1nnn(CC(=O)Nc2ccc(Br)c(C)c2)c1N | -3 | 0.4 | 0.8 | 3
CC1CCCCN1S(=O)(=O)c1ccc(Cl)s1 (centres undefined) | -7 | 0.1 | -0.1 | -1
COc1ccc(-c2noc(NC3CCCC3)n2)cc1OC | -66 | -0.1 | -1.7 | 1
O=C(O)c1cc(Br)ccc1NC(=O)C1CCCO1 (centres undefined) | 9 | -0.2 | 3.8 | 3
O=C(O)c1ccc(-c2ccco2)n1Cc1ccccc1 | -1 | -0.2 | 0.6 | 1
CCn1ccnc1CN1CCCC(CNC(=O)c2ccc(-c3ccccc3)cc2)C1 (centres undefined) | 3 | -0.1 | -0.9 | 1

# Additional records follow.
SMILES,TEAD-YAP inh,FBW7 act,GPR151 activ,MITF inh
COc1ccc(/C=C(\NC(=O)c2ccccc2Cl)C(=O)NCCC(=O)O)cc1,0,0.0,-0.1,16
O=S(=O)(Cc1ccccc1)N1CCN(c2cc(N3CCCC3)ncn2)CC1,2,0.1,1.8,-14
CCSC1(SCC)N=C(N)C2(C#N)C(c3ccc(NC(C)=O)cc3)C12C#N (centres undefined),-36,0.0,0.7,12
Fc1ccc2nc3c(nc2c1)c1ccccc1n3Cc1c(Cl)cccc1Cl,-1,0.0,2.5,-1
O=C1c2ccc(F)cc2C(=O)N1Cc1cccnc1,-1,0.1,-0.4,-7
CCOc1ccccc1NC(=O)c1sc2nc3n(c(=O)c2c1C)CCCC3,10,-0.1,-0.8,1
CN1CCN(C2=Nc3cccc4cccc2c34)CC1,-5,0.1,0.8,7
Cc1ccc(S(=O)(=O)N/N=C/c2ccc([N+](=O)[O-])o2)cc1,8,-0.4,0.0,6
O=S(=O)(NCc1ccco1)c1ccc(F)c(F)c1,3,0.1,1.8,3
Cc1ccc(C)c(N2CCN(S(=O)(=O)c3cc(C(=O)Nc4ccccc4Cl)ccc3F)CC2)c1,-11,0.5,-1.0,13
O=C1CN(C2c3ccccc3CC2NS(=O)(=O)c2ccccc2)CCN1 (centres undefined),2,-0.1,0.4,8
Cc1ccccc1-c1nnn(CC(=O)N/N=C/c2cn[nH]c2-c2ccc(F)cc2)n1,13,-0.1,2.6,-4
Cc1ccc2c(=O)c(CN3CCC(C)CC3)c(C)[nH]c2c1C,-2,-0.2,0.1,1
CCOc1ccc(N2C(=O)C3ON(c4ccccc4)C(c4cccs4)C3C2=O)cc1 (centres undefined),-5,0.1,0.8,-8
Cc1ccc(NC(=O)C(=O)NC(C)CCc2ccccc2)cc1 (centres undefined),-10,0.1,-1.8,0
COc1ccc(CNCc2cc(-c3ccccc3)cn3nnnc23)cc1,16,-0.1,1.1,12
Cc1nnc(SCC(=O)NCc2ccco2)c2c1cnn2-c1ccc(F)cc1,1,-0.2,0.3,1
COc1ccc(CCNC(=O)c2ccc3nc(-c4csc5ccccc45)sc3c2)cc1,-6,-0.1,-0.9,4
COc1cc(/C=c2\sc3nc4ccccc4n3c2=O)ccc1OCC(=O)Nc1cc(C)ccc1C,-1,0.1,-1.7,13
CCC(N)(CCC(=O)O)C(=O)O (centres undefined),.,-0.1,-2.3,-10
O=c1c2ccccc2nc(/C=C/c2ccc(OCc3ccc(Cl)c(Cl)c3)cc2)n1-c1ccccc1F,9,0.1,-1.9,20
O=C(NCc1ccccc1)c1ccc(NC(=O)c2ccc([N+](=O)[O-])cc2[N+](=O)[O-])cc1,-1,-0.1,-0.4,11
CC(C)CCN1C(=O)c2ccc(C(=O)OCC(=O)Nc3sccc3C(N)=O)cc2C1=O,1,-0.1,-0.7,1
CC1=CC(C)(C)N(S(=O)(=O)c2ccc(C)cc2)c2c(C)cc(C)cc21,36*,0.2,0.1,-9
O=C(COC(=O)C(Cc1c[nH]c2ccccc12)NC(=O)c1ccc(Br)cc1)c1ccc(Cl)cc1 (centres undefined),-3,-0.1,4.8,5
COc1ccccc1/C=C1/N=C(c2ccc(OC)c(OC)c2)N(c2ccc(C)cc2C)C1=O,-15,0.3,0.8,-30
CCCC(=O)NCCc1nc2ccccc2[nH]1,3,0.1,1.4,0
CCOC(=O)c1cccc(NC(=O)c2oc3ccccc3c2C)c1,-63,-0.2,-0.5,3
Cc1nc2nc(SCc3ccccc3F)nn2c(C)c1Cc1ccc(Cl)cc1,-10,0.2,-1.0,12
CCCCC(=O)Nc1nnc(SCC(=O)Nc2cccc(C)c2)s1,4,0.0,0.4,3
COc1ccc(C(=O)Nc2cccc(-c3nc4ccccc4[nH]3)c2)cc1Cl,-19,0.6,-0.9,6
O=C(Nc1cc(Oc2ccc(F)cc2)cc([N+](=O)[O-])c1)c1nn2c(c1Br)NC(c1cccs1)CC2C(F)(F)F (centres undefined),17,-0.2,1.3,-1
CCOC(=O)C1=CN(C)C=C(C(=O)OCC)C1c1cc(OC)c(OC)cc1OC,-13,-0.1,-0.1,1
COc1cc(CNCc2cccc3ccccc23)cc(OC)c1OC,5,0.1,0.0,49
O=C(CC1C(=O)NCCN1Cc1cccc(Oc2ccccc2)c1)NCc1cccnc1 (centres undefined),7,0.1,0.7,-6
